# From PubChem BioAssay
# Mtb BioA inh = BioA (M. tuberculosis) enzyme inhibition; purified M. tuberculosis BioA enzyme, plate reader; inhibition, % at 9.99 µM; hit rate 0.096% among 360,000; in the data active = inhibition above about 40%
# * = called active by the depositor; & = joins results of further samples.
SMILES,Mtb BioA inh
COc1ccc(S(=O)(=O)Nc2cccc3c2O[C@@H](CN(C)S(=O)(=O)c2ccccc2)[C@H](C)CN([C@@H](C)CO)C3=O)cc1,-2.2
CO[C@@H]1CN(C)C(=O)c2cc(NC(=O)c3nc4ccccc4s3)ccc2OC[C@@H](C)N(Cc2cncnc2)C[C@H]1C,-0.5
C[C@H]1CCCCO[C@H](CN(C)S(=O)(=O)c2ccc(Cl)cc2)[C@@H](C)CN([C@@H](C)CO)C(=O)c2cc(NS(=O)(=O)c3cccs3)ccc2O1,-2.0
COc1ccc(S(=O)(=O)Nc2ccc3c(c2)CC(=O)N([C@@H](C)CO)C[C@@H](C)[C@@H](CN(C)CC2CC2)O3)cc1,-0.1
CN(C)CC(=O)Nc1ccc2c(c1)[C@H]1C[C@@H](CC(=O)N(C)C)O[C@@H](CO)[C@H]1O2,-7.6
C[C@H](CO)N1C[C@H](C)[C@@H](CN(C)S(C)(=O)=O)Oc2ncc(C3=CCCC3)cc2C1=O,0.7
C[C@H]1CCCCO[C@H](CN(C)CC2CCCCC2)[C@@H](C)CN([C@@H](C)CO)C(=O)c2cc(NS(=O)(=O)c3cn(C)cn3)ccc2O1,0.0
O=C(C[C@H]1CC[C@@H]2[C@H](COC[C@H](O)CN2CCC(F)(F)F)O1)NCC1CC1,3.9
C[C@H](CO)N1C[C@H](C)[C@@H](CN(C)C)Oc2ccc(NC(=O)c3ccncc3)cc2CC1=O,1.8
COc1ccccc1-c1cn(CC[C@H]2CC[C@@H](NC(=O)C3CC3)[C@H](CO)O2)nn1,-0.7
CN(C)CC(=O)N1CC[C@@H]2[C@H]1c1cc(-c3ccccc3F)ccc1N(C)[C@@H]2CO,2.6
CN1CCN(C(=O)C[C@H]2CC[C@H]3[C@@H](COC[C@H](O)CN3Cc3cccc(Cl)c3)O2)CC1,2.3

# In another format: entries from further up
Compound: CN(C)CC(=O)Nc1ccc2c(c1)[C@H]1C[C@@H](CC(=O)N(C)C)O[C@@H](CO)[C@H]1O2
- Mtb BioA inh: -7.6
Compound: C[C@H](CO)N1C[C@H](C)[C@@H](CN(C)S(C)(=O)=O)Oc2ncc(C3=CCCC3)cc2C1=O
- Mtb BioA inh: 0.7
Compound: C[C@H]1CCCCO[C@H](CN(C)CC2CCCCC2)[C@@H](C)CN([C@@H](C)CO)C(=O)c2cc(NS(=O)(=O)c3cn(C)cn3)ccc2O1
- Mtb BioA inh: 0.0
Compound: O=C(C[C@H]1CC[C@@H]2[C@H](COC[C@H](O)CN2CCC(F)(F)F)O1)NCC1CC1
- Mtb BioA inh: 3.9

# The listing continues:
SMILES,Mtb BioA inh
O=S(=O)(c1ccc(F)cc1)N1CCCCN2[C@@H](CO)[C@H](c3ccc(-c4cncnc4)cc3)[C@@H]2C1,-2.5
C[C@@H]1CN([C@@H](C)CO)C(=O)c2cc(NC(=O)CCCN(C)C)ccc2O[C@@H](C)CCCCO[C@H]1CN(C)Cc1ccccc1,0.0
O=C(C1CCCCC1)N1[C@H](CO)[C@@H]2c3ccccc3N(S(=O)(=O)c3ccccc3)C[C@@H]21,-3.2
C[C@@H]1CN([C@H](C)CO)C(=O)c2cccc(NC(=O)c3ccncc3)c2O[C@@H]1CN(C)Cc1ccc(C(F)(F)F)cc1,-0.6
CO[C@@H]1CN(C)C(=O)c2cc(NC(=O)c3ccccc3)ccc2OC[C@H](C)N(C(=O)CN(C)C)C[C@H]1C,0.4
CC(C)NC(=O)N(C)C[C@@H]1Oc2ccc(N(C)C)cc2CC(=O)N([C@@H](C)CO)C[C@@H]1C,-1.6
CO[C@@H]1CN(C)C(=O)c2cc(NC(=O)NC(C)C)ccc2OC[C@H](C)N(Cc2ccccc2)C[C@H]1C,0.5
O=C(NCC[C@@H]1CC[C@H](NC(=O)C2CCC2)[C@H](CO)O1)Nc1ccc(Cl)cc1,-0.6
COc1ccc(S(=O)(=O)N(C)C[C@H]2Oc3ccc(N(C)C)cc3CC(=O)N([C@@H](C)CO)C[C@@H]2C)cc1,-0.5
C[C@@H]1CCCCO[C@@H](CN(C)C(=O)Nc2ccc(C(F)(F)F)cc2)[C@H](C)CN([C@H](C)CO)C(=O)c2cc(NS(=O)(=O)c3ccccc3)ccc2O1,-0.7
CN(C)CC#Cc1ccc([C@@H]2[C@@H](CO)N3CCCCN(C(=O)CN(C)C)C[C@@H]23)cc1,-5.1
CO[C@@H]1CN(C)C(=O)c2cc(NC(C)=O)ccc2OC[C@H](C)N(Cc2cccc(F)c2)C[C@H]1C,-1.8
C[C@@H]1CN([C@@H](C)CO)C(=O)c2cccc(NC(=O)c3ccncc3)c2O[C@H]1CN(C)Cc1ccc2c(c1)OCO2,0.2
C[C@H]1CN([C@@H](C)CO)C(=O)c2cc(C3=CCCC3)cnc2O[C@@H]1CN(C)C(=O)C1CCOCC1,3.6
CC(C)CC#Cc1ccc2c(c1)O[C@H](CN(C)Cc1ccccc1F)[C@@H](C)CN([C@@H](C)CO)S2(=O)=O,0.8
C[C@@H]1CCCCO[C@@H](CN(C)Cc2ccc3c(c2)OCO3)[C@H](C)CN([C@H](C)CO)C(=O)c2cc(NC(=O)c3ccncc3)ccc2O1,1.1
C[C@@H]1CCCCO[C@H](CN(C)C(=O)c2ccccc2)[C@@H](C)CN([C@H](C)CO)C(=O)c2cc(NC(=O)Nc3ccccc3)ccc2O1,-1.7
CO[C@@H]1CN(C)C(=O)c2ccc(NC(=O)C3CCOCC3)cc2OC[C@@H](C)N(Cc2nccs2)C[C@H]1C,-0.3
CC(=O)N(C)C[C@H]1Oc2cc(C3=CCCC3)ccc2S(=O)(=O)N([C@H](C)CO)C[C@@H]1C,0.9
C[C@H](CO)N1C[C@H](C)[C@H](CN(C)Cc2ccc(Oc3ccccc3)cc2)Oc2c(NC(=O)C3CCCCC3)cccc2C1=O,-0.8
O=C([C@@H]1[C@@H](CO)[C@@H]2Cn3c(ccc(-c4ccccc4F)c3=O)[C@H]1N2C(=O)C1CC1)N1CCCCC1,-0.7
CCCN(C)C[C@H]1Oc2cc(-c3ccncc3)ccc2S(=O)(=O)N([C@H](C)CO)C[C@H]1C,1.1
C[C@H]1CN([C@@H](C)CO)C(=O)c2cc(NC(=O)C3CCCCC3)ccc2O[C@H]1CN(C)S(C)(=O)=O,-0.9
COc1ccc(CN(C)C[C@@H]2Oc3c(NS(C)(=O)=O)cccc3C(=O)N([C@H](C)CO)C[C@@H]2C)cc1,-0.5

# Among those listed so far, these contain two or more sulfur atoms.
SMILES,Mtb BioA inh
COc1ccc(S(=O)(=O)Nc2cccc3c2O[C@@H](CN(C)S(=O)(=O)c2ccccc2)[C@H](C)CN([C@@H](C)CO)C3=O)cc1,-2.2
C[C@H]1CCCCO[C@H](CN(C)S(=O)(=O)c2ccc(Cl)cc2)[C@@H](C)CN([C@@H](C)CO)C(=O)c2cc(NS(=O)(=O)c3cccs3)ccc2O1,-2.0

# Next results.
SMILES,Mtb BioA inh
COCC(=O)N1[C@H](CNC(=O)c2ccccn2)[C@H](c2ccccc2)[C@@H]1CO,-3.5
Cc1cccc(-c2ccc([C@H]3[C@H](CO)N4CCCCN(S(=O)(=O)c5cn(C)cn5)C[C@@H]34)cc2)c1,-1.0
COCC#Cc1ccc2c(c1)O[C@@H](CN(C)C(=O)c1ccccc1F)[C@H](C)CN([C@@H](C)CO)S2(=O)=O,1.7
C[C@@H]1CN([C@@H](C)CO)S(=O)(=O)c2ccc(C#CC3(O)CCCC3)cc2O[C@@H]1CN(C)C(=O)Nc1cccc(F)c1,-0.5
CC1C=NC(S(=O)(=O)N2CC[C@H]3[C@@H](CO)N(C)c4ccc(C#Cc5ccccc5)cc4[C@H]32)=N1 (some centres not stated),-0.6
C[C@@H]1CN([C@H](C)CO)C(=O)c2cc(NC(=O)NC3CCCCC3)ccc2O[C@@H](C)CCCCO[C@@H]1CN(C)S(=O)(=O)c1ccccc1,-2.2
C[C@H](CO)N1C[C@H](C)[C@H](CN(C)CC2CC2)Oc2ccc(NC(=O)C3CC3)cc2CC1=O,1.5
CS(=O)(=O)Nc1ccc2c(c1)[C@H]1C[C@@H](CC(=O)NCc3ccc(Cl)cc3)O[C@@H](CO)[C@H]1O2,0.7
COc1ccc(NC(=O)N(C)C[C@@H]2OCCCC[C@H](C)Oc3ccc(NC(=O)C4CCCCC4)cc3C(=O)N([C@H](C)CO)C[C@H]2C)cc1,4.2
CCN1[C@@H]2c3ccc(-c4ccccc4OC)c(=O)n3C[C@@H]2[C@@H](CO)[C@@H]1C(=O)NCc1ccccc1,2.3
Cc1noc(C)c1S(=O)(=O)N(C)C[C@@H]1Oc2ccc(NS(=O)(=O)c3ccccc3)cc2CC(=O)N([C@@H](C)CO)C[C@H]1C,-2.2
CC(C)CC#Cc1cnc2c(c1)C(=O)N([C@@H](C)CO)C[C@@H](C)[C@H](CN(C)C(=O)Nc1cc(F)ccc1F)O2,-2.9
C/C=C/c1ccc([C@@H]2[C@H](CO)N(Cc3ccccn3)[C@H]2CNC(C)=O)cc1,-2.1
COc1ccccc1CNC(=O)C[C@H]1CC[C@@H]2[C@H](COC[C@@H](O)CN2Cc2cccc(-c3ccncc3)c2)O1,-1.2
COc1ccccc1C(=O)N1C[C@@H]2[C@H](c3ccccc31)[C@@H](CO)N2C(=O)C1CCOCC1,3.7
O=C(C[C@@H]1CC[C@H]2[C@@H](COC[C@H](O)CN2Cc2cccc(F)c2)O1)NCC1CCCCC1,5.5
C[C@H](CO)N1C[C@H](C)[C@@H](CN(C)Cc2ccc(C(=O)O)cc2)Oc2ccc(NC(=O)Cc3ccccc3)cc2C1=O,-0.3
O=C(C[C@H]1CC[C@H](NC(=O)c2ccccn2)[C@H](CO)O1)NCc1cccc(F)c1,3.7
COc1ccc(NC(=O)N(C)C[C@H]2OCCCC[C@H](C)Oc3ccc(N(C)C)cc3C(=O)N([C@@H](C)CO)C[C@@H]2C)cc1,-0.2
COc1ccc(NC(=O)Nc2ccc3c(c2)C(=O)N([C@H](C)CO)C[C@H](C)[C@H](CN(C)C(=O)Nc2ccc(C(F)(F)F)cc2)O3)cc1,-1.1
C[C@@H]1CCCCO[C@H](CN(C)S(=O)(=O)c2cccs2)[C@@H](C)CN([C@H](C)CO)C(=O)c2cc(N(C)C)ccc2O1,-0.2
Cc1ccc(S(=O)(=O)N(C)C[C@H]2OCCCC[C@@H](C)Oc3ccc(NC(=O)Nc4ccc(F)cc4)cc3C(=O)N([C@@H](C)CO)C[C@@H]2C)cc1,-1.9
CC(C)N(C[C@@H]1[C@H](c2ccccc2)[C@@H](CO)N1S(C)(=O)=O)C(=O)CN(C)C,-4.3
CN(C)CC(=O)N1[C@@H](C#N)[C@@H](c2ccc(-c3ccc(C(=O)N(C)C)cc3)cc2)[C@@H]1CO,-3.4

# Shown tab-delimited: part of the list above.
SMILES	Mtb BioA inh
COc1ccccc1CNC(=O)C[C@H]1CC[C@@H]2[C@H](COC[C@@H](O)CN2Cc2cccc(-c3ccncc3)c2)O1	-1.2
COc1ccccc1C(=O)N1C[C@@H]2[C@H](c3ccccc31)[C@@H](CO)N2C(=O)C1CCOCC1	3.7
O=C(C[C@@H]1CC[C@H]2[C@@H](COC[C@H](O)CN2Cc2cccc(F)c2)O1)NCC1CCCCC1	5.5
C[C@H](CO)N1C[C@H](C)[C@@H](CN(C)Cc2ccc(C(=O)O)cc2)Oc2ccc(NC(=O)Cc3ccccc3)cc2C1=O	-0.3

# (list continues)
SMILES,Mtb BioA inh
N#C[C@H]1[C@@H](c2ccc(C3=CCCC3)cc2)[C@H](CO)N1C(=O)NC1CCCC1,-1.0
O=C(C[C@H]1CC[C@H]2[C@@H](COC[C@@H](O)CN2Cc2ccccc2)O1)NCc1ccccc1Cl,-1.4
CCCN(C)C[C@@H]1Oc2ncc(Br)cc2C(=O)N([C@H](C)CO)C[C@@H]1C,1.2&1.1
COc1ccc(C#Cc2ccc3c(c2)[C@H]2[C@H](CCN2S(=O)(=O)c2ccccc2C)[C@@H](CO)N3C)cc1,-1.9
CNC[C@@H]1Oc2cc(C#CCN(C)C)ccc2S(=O)(=O)N([C@H](C)CO)C[C@@H]1C,1.9
C[C@H]1CCCCO[C@H](CN(C)C(=O)Nc2cccc3ccccc23)[C@@H](C)CN([C@@H](C)CO)C(=O)c2cc(NC(=O)Nc3ccc4c(c3)OCO4)ccc2O1,-0.8
CCCN(C)C[C@@H]1OCCCC[C@@H](C)Oc2ccc(NS(C)(=O)=O)cc2C(=O)N([C@H](C)CO)C[C@H]1C,5.4
N#Cc1ccc(-c2ccc3c(c2)[C@H]2[C@H](CCN2C(=O)c2ccccc2F)[C@H](CO)N3)cc1,-0.5
CCC(=O)N(C)C[C@H]1Oc2cc(-c3ccc(C#N)cc3)ccc2S(=O)(=O)N([C@H](C)CO)C[C@@H]1C,7.3
O=C(C[C@@H]1C=C[C@H](NC(=O)Nc2ccccc2F)[C@H](CO)O1)NCc1ccc(-c2ccccc2)cc1,-4.0
CNC[C@@H]1Oc2ncc(C#CC3(O)CCCC3)cc2C(=O)N([C@@H](C)CO)C[C@@H]1C,3.3
C[C@@H]1CN([C@H](C)CO)C(=O)c2cc(NC(=O)CCCN(C)C)ccc2O[C@@H](C)CCCCO[C@@H]1CN(C)S(=O)(=O)c1ccc(F)cc1,-1.2
C[C@H](O)C#Cc1cnc2c(c1)C(=O)N([C@@H](C)CO)C[C@@H](C)[C@H](CN(C)C(=O)c1ccncc1)O2,-2.7
C[C@H](CO)N1C[C@H](C)[C@@H](CN(C)C(=O)C2CC2)Oc2ncc(C#CC(C)(C)O)cc2C1=O,1.6
O=C(CC1CC1)N[C@@H]1CC[C@@H](CCNS(=O)(=O)c2ccc(F)cc2)O[C@H]1CO,1.6
Cc1ccc(S(=O)(=O)N(C)C[C@@H]2Oc3c(NC(=O)Nc4ccc5c(c4)OCO5)cccc3C(=O)N([C@H](C)CO)C[C@H]2C)cc1,-4.3
C[C@@H]1CN([C@@H](C)CO)S(=O)(=O)c2ccc(-c3ccccc3F)cc2O[C@H]1CN(C)C,2.0
COc1ccc(S(=O)(=O)N(C)C[C@H]2Oc3c(NC(=O)Nc4ccc5c(c4)OCO5)cccc3C(=O)N([C@@H](C)CO)C[C@H]2C)cc1,0.5
C[C@@H]1CN([C@@H](C)CO)C(=O)c2cc(Br)cnc2O[C@H]1CN(C)Cc1cccc(F)c1,2.5&8.5
COc1ccc(S(=O)(=O)Nc2ccc3c(c2)C(=O)N([C@@H](C)CO)C[C@@H](C)[C@H](CN(C)C(=O)Nc2ccc(C(F)(F)F)cc2)O3)cc1,-0.1

# The list is partial. The share of hits here may be higher or lower than overall.
